HTR5A inv ag: inverse agonist of human HTR5A in OPRM1-OPRD1 counter-screen; P47898; HTR5A cell line, luminescence, inverse agonism; inhibition, % at 9.3 µM; 340,000 tested, 0.083% active; AID 504634; in the data active = inhibition mostly above about 23%, no sharp cut-off; inactive = mostly below about 18%;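 note: 0% = cells with DMSO and 100% = no-cell wells with DMSO; some compounds called inactive have numbers as strong as hits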
PfHsp90 set2: inhibits growth of yeast expressing Plasmodium falciparum Hsp90; AID 504621; S. cerevisiae expressing PfHsp90, BacTiter-Glo ATP, 48 h; yeast lacking PDR1 and PDR3 efflux regulators; 310,000 tested, 0.32% active; inhibition, % at 9.4 µM;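 active = every replicate shows inhibition above about 80%, whatever the replicate mean, limit read from the data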;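 note: 0% = DMSO neutral controls and 100% = 20 µM radicicol positive controls; yeast relying on Plasmodium falciparum Hsp90 in place of its own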
Pemphigus Ab inh: inhibitors of pemphigus antibody binding to human desmoglein-3; P32926; DSG3-coupled beads, scFv-anti-DSG3-GFP binding, flow cytometry; active compounds read low; binding (percent of control), % at 10 µM; 310,000 tested, 0.48% active; AID 588358;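 active = binding more than 3 SD below its plate's average and above zero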;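 note: hits lower antibody fragment binding to DSG3; some compounds called inactive have numbers as strong as hits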
phage Ecoli inh: E. coli growth loss with phage present | growth absorbance | inhibition, % at 11.9 µM | 360,000 tested, 0.26% active; in the data active = inhibition above about 11%
HTR5A ag ctr: activates human HTR5A in OPRM1-OPRD1 agonist counter-screen. P47898. HTR5A agonist assay, luminescence, cell-based. activation, % at 9.3 µM. 340,000 tested, 0.61% active; in the data active = activation mostly above about 9.5%, no sharp cut-off; inactive = mostly below about 7.6%;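 note: 0% = cells with vehicle only and 100% = reference agonist; strong numbers were not always called active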
OPRM1-OPRD1 inv: inverse agonists of human mu-delta opioid receptor heterodimerization. P35372+P41143. cell-based MOR-DOR heterodimer luminescence, inverse agonism. inhibition, % at 9.3 µM. 340,000 tested, 0.21% active; in the data active = inhibition above about 22%, passing the limit was not always enough;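 note: 0% = cells with DMSO and 100% = wells without cells with DMSO; values of inactives mirror those of a sister screen read the other way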
Target sequence (P35372 whole entry, looked up): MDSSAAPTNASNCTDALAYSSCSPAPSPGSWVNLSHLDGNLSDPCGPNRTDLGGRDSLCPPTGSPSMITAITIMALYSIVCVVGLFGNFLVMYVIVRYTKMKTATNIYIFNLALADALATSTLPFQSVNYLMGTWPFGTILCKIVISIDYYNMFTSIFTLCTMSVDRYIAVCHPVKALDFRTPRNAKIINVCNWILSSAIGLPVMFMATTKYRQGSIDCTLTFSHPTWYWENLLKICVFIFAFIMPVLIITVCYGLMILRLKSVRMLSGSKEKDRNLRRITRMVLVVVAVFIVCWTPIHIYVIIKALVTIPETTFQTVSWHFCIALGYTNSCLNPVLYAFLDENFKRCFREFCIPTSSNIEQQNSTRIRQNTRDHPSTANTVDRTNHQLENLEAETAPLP
Target sequence (P41143 whole entry, looked up): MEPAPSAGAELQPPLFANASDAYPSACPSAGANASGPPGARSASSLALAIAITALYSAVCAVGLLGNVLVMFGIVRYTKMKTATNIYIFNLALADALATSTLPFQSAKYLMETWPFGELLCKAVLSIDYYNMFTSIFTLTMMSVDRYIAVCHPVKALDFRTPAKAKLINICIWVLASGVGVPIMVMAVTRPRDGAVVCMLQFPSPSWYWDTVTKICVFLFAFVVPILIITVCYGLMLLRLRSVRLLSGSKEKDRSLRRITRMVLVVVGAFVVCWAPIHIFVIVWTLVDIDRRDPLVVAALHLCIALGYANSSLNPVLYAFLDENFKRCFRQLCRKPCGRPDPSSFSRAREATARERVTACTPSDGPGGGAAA
E coli growth: counter-screen for AddAB inhibitors: E. coli growth inhibition. E. coli V3065 growth, OD600 absorbance, 18 h. inhibition, % at 11.9 µM. 330,000 tested, 0.27% active;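 active = inhibition above the campaign's mean inhibition across all tested compounds plus 3 SD, cut at about 9.9% in these data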;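 note: uninfected addAB+ strain grown without phage in ampicillin broth; 0% = DMSO wells and 100% = ciprofloxacin 0.95 µg/ml wells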
OPRM1-OPRD1 ag: OPRM1-OPRD1 heterodimerization agonism. cells, luminescence. activation, % at 9.3 µM. 340,000 tested, 0.3% active. P35372+P41143; in the data active = activation above about 18%;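 note: 0% = vehicle-treated cells and 100% = reference agonist; values of inactives mirror those of a sister screen read the other way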
SUMO Mot1 rescue: inhibitors of SUMOylation pathway: yeast Mot1-301 growth rescue; S. cerevisiae Mot1-301 growth rescue, ATP luminescence, 38.5C; percent above DMSO median, 100 means doubled; growth rescue, % at 18.8 µM; 320,000 tested, 1% active; AID 2716;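 active = every valid replicate shows activation above 250% relative to neutral control wells; inactive = the rest, any valid replicate at or below 250%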;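 note: OY570 slx delta 5 strain wells were the positive control but not used for scaling; some compounds called inactive have numbers as strong as hits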
AddAB inh: less growth of phage-infected E. coli with AddAB. E. coli expressing H. pylori AddAB, absorbance growth. inhibition, % at 11.9 µM. 330,000 tested, 0.29% active. AID 435030; in the data active = inhibition above about 12%;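 note: 0% = vehicle wells of infected cells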
PKA-R1A activ: PKA-R1A complex activation; activation, % at 11.4 µM; AID 504707; PKA-R1A dissociation, Cy5-IP20 fluorescence polarization; scaled: DMSO 0%, 113 µM cGMP 100%; 340,000 tested, 0.083% active;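 active = percent activation above the mean of all tested compounds plus 3 SD, cut at about 19% in these data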;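 note: higher means more PKAc released from R1A so a rise in polarization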
* = called active by the depositor; . = no result given. Rows were taken by chance; any-hit rate near 3.2%.

Values run as follows: OPRM1-OPRD1 ag	PKA-R1A activ	Pemphigus Ab inh	PfHsp90 set2	OPRM1-OPRD1 inv	HTR5A ag ctr	HTR5A inv ag	phage Ecoli inh	E coli growth	SUMO Mot1 rescue	AddAB inh
> CCOC(=O)NC(C(F)(F)F)(C(F)(F)F)P(=O)(c1ccccc1)c1ccccc1
 : -2.4	-7	93	-1	12	-2	5	2.7	-2.4	-3	0.9
> COc1ccc2nc(NC(=O)CSc3nc4cccnc4n3C)sc2c1
 : 3.5	4	84*	5	-21	7	-34	0.6	-1.9	.	-1.4
> CN1CCc2c(sc3c2c(=O)n(-c2ccc(Cl)cc2)c2nncn32)C1
 : -0.1	3	104	.	1	-2	-2	2.8	2.4	-4	0.2
> CC(C)C[C@H]1CN=C(Nc2ccccc2)N1CC1CCCC1
 : -0.1	-5	102	-12	1	4	-10	4.9	-1.7	-25	2.5
> O=C(O)c1ccccc1C(=O)OCCCc1ccncc1
 : -3.0	8	103	9	17	9	-26	0.1	1.4	-1	5.7
> COc1ccc(OC)c(NC(=O)COc2coc(CN3CCCc4ccccc43)cc2=O)c1
 : -1.4	3	115	10	9	-8	7	1.8	-1.3	-14	-0.3
> CCCCCCC(=O)Nc1nc(C)c(-c2csc(Nc3cc(Cl)ccc3C)n2)s1
 : 0.0	-11	96	-6	0	3	1	3.8	0.9	-3	0.6
> CCOC(=O)C1(Cc2ccc(OC)cc2)CCN(C(=O)c2cc3ccccc3[nH]2)CC1
 : 1.1	3	85	15	-7	-7	19	1.2	-1.1	127	4.5
> CCCCOc1ccc(C(=O)NCC(=O)NC2CCC(C)CC2)cc1 (stereo unspecified)
 : 0.8	-6	101	8	-5	-1	0	3.4	-1.1	-5	-0.6
> CCOC(=O)c1c(-n2c(C)cc(C=O)c2C)sc2c1CCCC2
 : 2.4	-4	107	-24	-13	1	-13	1.6	-1.1	-10	1.2

An excerpt of these results, with each value named.
SMILES: O=C(O)c1ccccc1C(=O)OCCCc1ccncc1
  OPRM1-OPRD1 ag: -3.0; PKA-R1A activ: 8; Pemphigus Ab inh: 103; PfHsp90 set2: 9; OPRM1-OPRD1 inv: 17; HTR5A ag ctr: 9; HTR5A inv ag: -26; phage Ecoli inh: 0.1; E coli growth: 1.4; SUMO Mot1 rescue: -1; AddAB inh: 5.7
SMILES: COc1ccc(OC)c(NC(=O)COc2coc(CN3CCCc4ccccc43)cc2=O)c1
  OPRM1-OPRD1 ag: -1.4; PKA-R1A activ: 3; Pemphigus Ab inh: 115; PfHsp90 set2: 10; OPRM1-OPRD1 inv: 9; HTR5A ag ctr: -8; HTR5A inv ag: 7; phage Ecoli inh: 1.8; E coli growth: -1.3; SUMO Mot1 rescue: -14; AddAB inh: -0.3
SMILES: CCCCCCC(=O)Nc1nc(C)c(-c2csc(Nc3cc(Cl)ccc3C)n2)s1
  OPRM1-OPRD1 ag: 0.0; PKA-R1A activ: -11; Pemphigus Ab inh: 96; PfHsp90 set2: -6; OPRM1-OPRD1 inv: 0; HTR5A ag ctr: 3; HTR5A inv ag: 1; phage Ecoli inh: 3.8; E coli growth: 0.9; SUMO Mot1 rescue: -3; AddAB inh: 0.6

Following part:
Values run as follows: OPRM1-OPRD1 ag	PKA-R1A activ	Pemphigus Ab inh	PfHsp90 set2	OPRM1-OPRD1 inv	HTR5A ag ctr	HTR5A inv ag	phage Ecoli inh	E coli growth	SUMO Mot1 rescue	AddAB inh
> O=C(NC1CCCCCCC1)c1cccs1
 : 2.1	1	.	2	-16	1	-2	2.1	-0.1	-12	3.8
> O=C(NCC1CCCO1)/C(=C\c1ccco1)NC(=O)c1ccc(Cl)cc1 (stereo unspecified)
 : -0.7	5	108	0	4	-4	1	0.0	-4.2	-10	2.3
> CN(CC(=O)Nc1c(Cl)cccc1Cl)C(=O)CC1Sc2ccccc2NC1=O (stereo unspecified)
 : 1.9	-1	105	27	-10	2	-6	2.4	-0.7	-9	-1.0
> CCCNC1(C(N)=O)CCN(Cc2ccccc2)CC1
 : -2.3	-8	101	4	12	5	-18	4.1	.	.	.
> O=C(CNC(=O)c1ccc(Cl)cc1)NNC(=O)c1ccc(Br)cc1
 : 0.4	-2	88	.	-2	-5	16	3.8	-1.9	3	2.6
> O=C(O)CCC(=O)NN1C(=O)c2ccccc2NC1c1ccc(F)cc1 (stereo unspecified)
 : 0.0	-4	88	12	0	4	-16	1.1	1.1	117	-0.9
> Cn1c(SCC2CCCO2)nnc1-c1cccc([N+](=O)[O-])c1 (stereo unspecified)
 : 2.6	-18	110	16	-14	-3	8	2.6	3.0	4	2.2
> N#Cc1c2n(c(=S)n(-c3ccc(OC(F)F)cc3)c1=O)CCCCC2
 : -0.4	11	103	-3	2	2	-7	3.6	-0.6	.	2.1
> CCCc1nc2ccccc2c(C(=O)OCC(=O)NCc2ccco2)c1CC
 : -2.8	-10	98	-23	14	-5	-3	0.6	1.8	-12	2.1
> CCNC(=O)CCS(=O)(=O)c1ccc2ccccc2c1
 : -2.3	-14	.	.	12	2	-5	0.2	-1.8	4	-1.8
> Cc1ccc(C(=O)COC(=O)C(C)N2C(=O)C3C4C=CC(C4)C3C2=O)cc1 (stereo unspecified)
 : 0.7	-1	103	8	-4	7	-24	1.0	0.2	-1	2.0
> COC(=O)c1ccc(NC(=O)CN2C(=O)CCC2=O)cc1
 : -2.2	-6	.	.	13	-5	-17	0.6	-1.0	-2	-0.4
> COc1cc(/C=C/c2nc3ccccc3s2)cc(OC)c1O
 : -1.2	-1	118	.	6	-2	-22	2.0	2.8	3	1.2
> CN(C)S(=O)(=O)c1cccc(NC(=O)COC(=O)COc2ccc(Br)cc2)c1
 : -1.7	-7	88	16	9	-2	-4	4.4	0.5	-7	-2.1
> CCC(=O)c1ccc(OCC(=O)Nc2nn3cnnc3s2)cc1
 : -2.7	-9	.	-12	15	1	21	2.5	3.0	-5	1.3
> Cc1noc(C)c1C(=O)N1CCCC(N2CCN(c3cccc(C(F)(F)F)c3)CC2)C1 (stereo unspecified)
 : -2.1	-6	108	-5	7	2	9	3.5	0.2	-29	4.9
> CCOC(=O)N1CCC(NS(=O)(=O)c2cc3c(cc2Cl)NC(=O)CO3)CC1
 : -0.3	-15	101	21	2	2	4	1.4	2.0	-4	-0.3
> COc1ccc(CN(C)C(=O)C(CCSC)NS(=O)(=O)c2ccc3c(c2)OCCO3)c(OC)c1OC (stereo unspecified)
 : -0.7	-1	.	-9	3	0	0	1.6	.	.	.
> Cc1ccccc1NC1=C(Cl)C(=O)N(C2CCCCC2)C1=O
 : 10.0	-7	95	9	-62	-4	1	3.4	0.8	179	3.0
> COc1ccc(C(=O)Nc2ccc(C3(C#N)CCCC3)cc2)cc1OC
 : 1.6	10	108	30	-8	2	-17	1.4	1.9	29	3.3
> Cc1ccc(S(=O)(=O)N(C)CC(=O)OCC(=O)Nc2ccccc2)cc1
 : -0.5	-5	79	-7	3	-1	3	2.0	0.2	-17	2.5
> O=C(N/N=C\c1ccc(-c2ccc([N+](=O)[O-])cc2)o1)c1ccc2c(c1)OCO2
 : -1.2	-1	109	-23	6	1	-20	1.1	-1.2	-7	-0.5
> Cc1ccc(C)c(N(CC(=O)NC2CCCC2)C(=O)c2cc3cc4cccc(C)c4nc3s2)c1
 : 0.8	-5	79	2	-5	2	-4	2.3	0.9	-11	-0.2
> CCOC(=O)c1[nH]c2ccc(F)cc2c1NC(=O)CCN1CCOCC1
 : -0.5	-3	114	-7	3	5	4	3.6	2.4	383*	0.7
> CC[C@]12CCCN3CCc4c(n(c5ccccc45)C(=O)C1)[C@@H]32
 : -0.7	3	107	-20	4	4	-10	3.0	0.9	-21	1.1
> COc1ccccc1OCC(=O)NN=C(Cc1ccccc1)Cc1ccccc1
 : -3.1	6	115	0	16	1	-21	4.1	1.3	-9	2.6
> Cc1cccc(/C=N/n2c(-c3ccccc3)n[nH]c2=S)c1O
 : -1.1	3	110	43	6	4	14	2.0	-0.3	-9	0.2
> CC(C)(C)c1cc(-n2ccnc2)n2ncc(-c3ccc(Cl)cc3)c2n1
 : -1.3	2	133	29	7	3	-50	2.7	-0.9	-20	3.4
> NC(=O)CC(NC(=O)Cc1ccc(Cl)cc1)c1ccc(N2CCC(Cc3ccccc3)CC2)c([N+](=O)[O-])c1 (stereo unspecified)
 : 2.5	5	97	-11	-14	8	-2	2.1	0.0	10	3.5
> CC(C)(C)NC(=O)CSc1nnc(NC(=O)CCn2cnc3ccccc3c2=O)s1
 : -1.9	-1	113	29	8	8	10	-0.1	-5.4	-13	3.9
> Cc1cc(C)n(-c2cc(C(C)(C)C)nc3c(-c4ccc(Cl)cc4)cnn23)n1
 : 1.7	2	99	2	-9	3	-5	6.1	-1.1	-5	-2.6
> N#Cc1nc(COc2ccc(Br)cc2)oc1N1CCCCCC1
 : 1.4	-5	106	9	-7	-5	13	-0.6	0.7	77	2.7
> Cc1c(C#N)c2ccccc2n1CC(=O)NCCc1c[nH]c2ccccc12
 : -0.4	-14	103	8	2	1	-2	5.1	0.7	315	0.8
> Cc1ccc(C(=O)COC(=O)C(C)N2C(=O)C3C4CCC(C4)C3C2=O)cc1C (stereo unspecified)
 : -2.0	11	101	6	14	-1	8	1.7	0.4	-3	3.4
> CCOC(=O)c1ccccc1NC(=O)COC(=O)C1CC(=O)N(c2ccc3c(c2)OCCO3)C1 (stereo unspecified)
 : -0.1	5	97	11	0	7	-21	3.2	0.4	-12	3.2
> NC(=O)CSc1nnc(-c2ccccc2Br)n1-c1cccc(C(F)(F)F)c1
 : -2.8	2	94	9	17	6	19	0.2	-1.5	8	0.3
> Oc1cccc(N2Cc3ccccc3C2)c1
 : -1.7	-7	94	-6	9	0	-1	.	-0.1	-4	0.3
> CC(=O)/C(C#N)=C1\NC(=O)C(Cc2ccc(C)c(C)c2)S1 (stereo unspecified)
 : 0.6	3	.	-42	-4	0	-3	3.4	-0.2	.	1.3
> CCOc1ccc(NC(=O)C[n+]2ccc(N(C)C)cc2)cc1
 : -3.6	1	102	18	16	4	-22	3.0	0.5	-28	1.8
> CCc1ccc(Nc2n[n+](-c3ccccc3)c(-c3ccc(N(CC)CC)cc3)s2)cc1
 : 13	0	342	10	-73	1	9	1.9	-2.7	14	1.6
> Cc1cccc(NC(=O)CSCC(=O)Nc2cc(Cl)ccc2N2CCN(C)CC2)c1
 : -1.5	11	104	0	8	7	-2	0.3	1.2	16	-1.6
> O=c1c2ccccc2nc(-c2cccs2)n1-c1ccc2ccccc2c1
 : -3.8	2	87	-1	20	6	6	1.4	1.6	259	0.2
> O=C(O)CCC(=O)Nc1ccc(-n2ccc(C(F)(F)F)n2)cc1
 : -2.7	-8	112	-11	14	-5	15	0.6	2.3	-5	2.7
> Cn1nc(-c2ccccc2)nc1-c1ccccc1
 : -1.7	-7	94	-7	8	10	-6	1.7	-0.8	-18	6.0
> Oc1cccc(/C=C/c2ccc3cccc(O)c3n2)c1
 : 5.2	-9	111	-35	-25	0	-1	-2.1	-3.4	-3	-3.5
> O=C(NNS(=O)(=O)c1cc(Cl)c(Cl)cc1Cl)c1cccnc1
 : -0.7	4	111	18	2	-1	14	0.2	0.6	332	2.0
